Screening results as filed in PubChem.
TWEAK Fn14 block: TWEAK-Fn14 signaling inhibition; AID 1159606; TWEAK-stimulated Fn14 reporter cells, luciferase luminescence, 8 h; actives 2% (n = 360,000); inhibition, % at 10 µM; in the data active means inhibition above about 50%
Shn3 3UTR inh: inhibitors of Schnurri-3 3'UTR reporter in osteoblasts; Clone20 osteoblast Shn3 3'UTR firefly luciferase, 24 h; inhibition, % at 12.5 µM; actives 0.52% (n = 360,000); AID 588674;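 active means mean inhibition of at least 75% with every replicate also reaching 75%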;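 further: 0% = median of neutral control wells and 100% = pilot-screen positive control compound; some compounds past the cut are filed as inactive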
CF NFkB inh: blocks PAF-induced NF-kB reporter in cystic fibrosis cells; KKLEB NF-kB-GFP reporter, GFP fluorescence overnight; inhibition, % at 5 µM; actives 0.86% (n = 360,000);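 active means at least 50% inhibition at 5 µM, scaled per plate between neutral and stimulator controls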;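 further: PAF is a Pseudomonas aeruginosa culture filtrate used as stimulus; plate controls were PAF-stimulated DMSO wells for no effect and unstimulated DMSO wells for full effect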
NR2E3 ag-1: agonists of human nuclear receptor NR2E3 | AID 2300 | GST-NR2E3/biotin-RetCOR TR-FRET, 1536-well | actives 0.12% (n = 320,000) | inhibition of corepressor binding, % at 4.78 µM | Q9Y5X4;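 active means percent inhibition above the cutoff of mean plus 3 SD of all tested compounds, set per screening campaign, cut at about 20% in these data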;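 further: 0% = DMSO wells and 100% = biotin wells as full block of FRET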
Target sequence (Q9Y5X4 whole entry, looked up): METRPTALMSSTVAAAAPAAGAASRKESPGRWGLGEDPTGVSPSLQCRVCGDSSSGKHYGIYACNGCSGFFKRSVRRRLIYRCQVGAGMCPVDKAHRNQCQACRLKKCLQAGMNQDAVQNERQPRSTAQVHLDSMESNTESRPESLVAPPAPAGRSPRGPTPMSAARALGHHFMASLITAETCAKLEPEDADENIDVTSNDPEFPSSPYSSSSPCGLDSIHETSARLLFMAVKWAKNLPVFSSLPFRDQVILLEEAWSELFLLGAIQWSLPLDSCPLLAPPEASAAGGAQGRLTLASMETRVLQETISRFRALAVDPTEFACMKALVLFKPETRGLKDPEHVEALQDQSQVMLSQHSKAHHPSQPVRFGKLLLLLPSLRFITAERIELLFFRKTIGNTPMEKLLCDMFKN
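Material: NR2E3–RetCOR corepressor complex / Amount: 1.35 nM GST-NR2E3 / Medium: Tris pH 7.5 / Compound: single nominal compound dose of 4.8 µM / Incubation: 5 h at 4 °C / Technique: TR-FRET, Eu(K)-anti-GST donor, streptavidin-D2 acceptor, ex 340, em 617/671 nm / Read-out basis: percent loss of FRET ratio relative to control wells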
KKLEB cytotox: counter-screen for CF NF-kB inhibitors: cytotoxicity. KKLEB CF airway cells viability, ATPlite luminescence, overnight; active compounds read low; cells stimulated with P. aeruginosa culture filtrate. activity change (cytotoxicity), % at 5 µM. actives 0.36% (n = 360,000);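 active means corrected activity change at or below -50% at 5 µM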
aDG glyco up: increases alpha dystroglycan glycosylation | actives 0.22% (n = 360,000) | Pro5-aDG cells, alpha-DG glycosylation AlphaScreen (IIH6); 0% Pro5, 100% B10-LARGE cell signal | activation, % at 10 µM;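 active means activation of at least 8% versus controls, or a plate z-score of at least 8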;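 further: Pro5 are CHO cells carrying HIG-tagged alpha-DG that lacks glycosylation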
HIF-2a inh: HIF-2a inhibition; AID 624352; actives 0.72% (n = 360,000); inhibition, % at 18.8 µM; 786-0 RCC cells HIF-2a reporter, luciferase luminescence, overnight;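 active means inhibition of the luminescence signal of 40% or more relative to plate controls, in a single-dose primary screen at 18.75 µM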
TRPM1 prom inh: inhibitors of MITF-driven TRPM1 promoter in melanoma cells. SK-MEL-5 TRPM1 promoter luciferase, 24 h. actives 0.83% (n = 330,000). inhibition, % at 12.5 µM;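 active means mean inhibition across replicates of 60% or more, whatever share of single replicates reaches that level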; further: values of inactives mirror those of a sister screen read the other way
Peg3 promoter: Peg3 promoter activity inhibition | inhibition, % at 20 µM | HeLa PEG-Prom luciferase reporter, luminescence, overnight | actives 1.7% (n = 360,000);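 active means inhibition of at least 50% at 20 µM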
iPSC survival up: hiPSC single-cell survival enhancement | ATPlite luminescence; 100% = ROCK inhibitor wells, 0% = DMSO | survival enhancement, % at 20 µM | actives 0.044% (n = 360,000); in the data active means survival enhancement above about 18%;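 further: cells exposed to compounds for 16 hours before the ATP read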
NR2E3 ag-2: agonists of human NR2E3 nuclear receptor; Q9Y5X4; CHO-S Gal4-NCOR/VP16-NR2E3 two-hybrid, luciferase; inhibition of corepressor binding, % at 3.98 µM; actives 0.35% (n = 360,000); AID 602229;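 active means inhibition above the mean of all tested compounds plus 3 SD, cut at about 70% in these data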;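 further: 0% = DMSO with NR2E3 transfected cells and 100% = cells lacking NR2E3 construct; higher means lower luciferase signal from less NR2E3 corepressor binding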
* marks the source's active call; other numbers are inactive results; nt = no result given.

Structure	aDG glyco up	iPSC survival up	TRPM1 prom inh	NR2E3 ag-2	CF NFkB inh	Peg3 promoter	TWEAK Fn14 block	KKLEB cytotox	HIF-2a inh	Shn3 3UTR inh	NR2E3 ag-1
CN1CCC(N(C)CC(=O)Nc2cccc(Oc3ccccc3)c2)CC1	-0.2	-1.1	3	2	-10	10	10	-3	14	-5	1
O=C(CSc1nnc(Nc2ccccc2)s1)NCc1ccco1	-0.1	8.9	-7	3	3	8	9	-13	-8	-5	-3
Cc1cccc(C)c1N1CCN(C(c2cc3ccccc3o2)c2nnnn2C(C)(C)C)CC1 (centres undefined)	1.4	0.1	nt	75*	nt	nt	53*	nt	-25	nt	nt
O=C(/C=C/c1ccc(-c2ccccc2)o1)c1ccccc1	-0.2	-0.7	-33	-40	-1	2	39	-8	-308	-82	-1
CC1CC(C)CN(S(=O)(=O)c2ccc(C(=O)NCCCn3ccnc3)cc2)C1 (centres undefined)	1.9	-4.7	8	26	0	17	9	4	11	47	2
CNc1nc2c(c(=O)n(C)c(=O)n2C)n1CCCc1ccccc1	0.4	-0.6	16	-4	-1	15	-14	4	17	41	1
C=CCN1C(=O)C(O)(CC(=O)c2ccc(Cl)cc2)c2ccccc21 (centres undefined)	-0.1	3.5	-1	2	3	23	-4	-4	23	9	5
CCC(COC)NC(=O)CCc1nnc(Cc2cccc(C(F)(F)F)c2)o1 (centres undefined)	-0.1	0.2	-63	-51	16	-131	-12	5	-207	-78	2
CN(C)C(CNc1ncnc2sc3c(c12)CCCCC3)c1ccco1 (centres undefined)	1.5	-1.1	7	-8	3	13	5	-1	13	6	3
COC(=O)[C@]12CCCCC=C1N(CCC1=CCCCC1)C(=O)[C@H](CC(=O)N1CCN(C(=O)C3CC3)CC1)C2	-0.2	-1.1	nt	-9	nt	nt	-3	nt	-2	nt	nt
CCN(CC(=O)Nc1ccccc1OC)C(=O)CSCc1ccc(C)cc1	-0.1	0.0	3	-1	4	5	-18	-20	12	-9	1
Cc1nc2ccccc2c(=O)n1C1CCCCCC1	-0.1	-2.0	0	-12	16	12	-8	0	9	-1	3
CN1C(=O)C2(C(C#N)=C(N)N(c3cc(Cl)cc(Cl)c3)C3=C2C(=O)CCC3)c2ccccc21 (centres undefined)	0.1	4.8	44	-9	11	0	9	-1	21	20	0
CC(C)Oc1ccc(C(CC(=O)O)Cc2ccccc2)cc1 (centres undefined)	-0.1	-0.2	0	-3	-9	8	20	3	18	-2	0
Cn1nc(C#N)c(=O)[nH]c1=O	0.0	0.9	-2	-14	-8	-9	4	-5	1	14	nt
CCCCn1nnnc1-c1nc2ccccc2[nH]c1=O	0.0	-1.4	nt	-12	nt	nt	-9	nt	16	nt	nt
Nc1ccc2ncccc2c1N	-0.6	-1.6	-11	-6	-21	-18	-6	-11	-42	-6	0
Cc1nc(CCNC(=O)Cc2ccc(Cl)cc2)cs1	8.7*	-1.5	nt	-5	-8	12	15	11	12	-17	3
CC(C)CCCNc1nc(N2CCOCC2)nc(N2CCOCC2)n1	-0.2	-1.0	-4	-35	-6	-22	26	-2	0	7	13
O=C(Nc1ccc(Cl)cc1)c1csc(COCCO)n1	-0.1	-1.4	nt	-60	-3	-144	-4	7	-193	-6	nt
Cc1cccc(S(=O)(=O)NC(=O)C2(C)CCN2C(=O)Cc2cccs2)c1 (centres undefined)	0.2	-1.0	nt	14	14	-1	13	-2	-8	4	nt
O=C(CSc1nc2ccccc2[nH]1)c1ccc(Cl)s1	0.2	-0.4	-36	-21	-10	-117	24	7	-63	-13	4
NS(=O)(=O)OCCCc1ccc(C(F)(F)F)cc1	-0.2	-2.9	-6	10	-4	-18	-11	-2	-39	-36	3
CC(C)(C)c1ccc(S(=O)(=O)NCCOCC(F)(F)C(F)F)cc1	-0.1	2.0	11	23	-2	15	11	10	-1	9	1
O=c1c(-c2ccccc2)nnc2sc(COc3ccc(Br)cc3)nn12	0.0	-0.5	-4	8	10	17	5	-8	20	-8	nt
CC(=O)c1ccccc1NC(=O)COc1ccc(N(C)S(=O)(=O)c2ccc(C)c(C)c2)cc1	-0.5	1.3	17	-20	15	15	15	-7	10	-3	1
CC(C)c1cc(C(=O)Nc2cccnc2)no1	0.1	-1.8	-11	-35	-11	-104	20	1	-100	-40	2
OCCCNc1nc(-c2ccc(Cl)cc2)nc2ccccc12	-0.2	-0.3	4	4	-16	19	-12	-13	0	-13	1
COc1ccc(S(=O)(=O)N(C)C2CCN(C)CC2)cc1	-0.1	-2.5	nt	18	2	5	-6	-3	1	-3	-3
CCNC(=S)NNC(=O)c1cccc(Br)c1	0.0	0.4	-2	-3	3	-37	-5	-4	-2	-32	1
COc1ccc2cc(C3=CCCC3(C)C(=O)O)ccc2c1 (centres undefined)	0.0	-2.1	-8	-56	3	-56	-23	-19	-83	-14	nt
N#Cc1ccccc1NC(=O)CN1C(=O)NC2(CCCC2)C1=O	-0.1	-0.9	6	-15	-2	0	2	1	14	10	4
C/C=C1\COC(C(=O)NCc2ccccc2)(C(F)(F)F)C=C1C=C(C)C (centres undefined)	-0.1	3.7	-2	10	0	15	-1	2	12	8	5
CCN(CC)S(=O)(=O)c1ccc(N2CC(C(=O)NC3(C)CCS(=O)(=O)C3)CC2=O)cc1 (centres undefined)	0.1	-0.6	-1	-31	18	-2	6	-8	11	-10	2
Cc1nn(-c2ccccc2)c(Cl)c1/C=N/NC(N)=O	0.0	0.3	4	-33	-8	-23	-26	-13	-88	8	-2
COc1ccc2c(c1)CC(C1(O)C(=O)N(C)c3ccccc31)C2=O (centres undefined)	0.5	5.4	14	-9	0	-10	-16	2	7	-7	-1
CN(Cc1cccs1)C(=O)COC(=O)CNC(N)=O	0.0	0.4	-3	-13	-6	9	13	0	9	-18	4
CCOC(=O)c1[nH]c2ccc(Cl)cc2c1NC(=O)/C=C/c1ccc2c(c1)OCO2	-0.2	0.8	37	-5	12	24	-24	-29	5	29	-2
COC(=O)c1ccccc1NC(=O)C1CCN(C(=O)c2cc(OC)cc(OC)c2)CC1	0.0	-0.1	11	-13	15	7	6	7	1	4	3
COc1cc(OC)nc(Nc2nc(C(N)c3ccccc3Cl)cs2)n1 (centres undefined)	0.6	1.0	nt	-30	50*	38	13	-36	12	-8	nt
CNc1cc(-c2ccc(OC)c(OC)c2)ncn1	-0.2	-1.4	nt	-101	32	-160	12	-5	-221	-78	nt
CC(=O)c1ccc(OCC(O)CN2CCN(S(=O)(=O)c3cccc(Br)c3)CC2)cc1 (centres undefined)	0.2	-0.2	5	6	-4	2	-1	2	0	11	-1
COc1cccc(N2C(=O)C3ON(c4ccccc4)C(c4cccs4)C3C2=O)c1 (centres undefined)	0.1	-0.8	-3	2	15	-11	1	-9	4	8	-2
Cc1cc(-c2onc(C)c2C(=O)N/N=C/c2ccccc2)no1	0.1	-0.6	-20	7	-10	7	-3	5	-1	-18	4
CC(C)N1CCc2c(sc(N)c2C#N)C1	0.3	2.1	5	5	-6	14	18	6	-11	9	7
Cc1ccc(/C=C2\CCCC3=C2NC(=S)NC3c2ccc(C)cc2)cc1 (centres undefined)	0.1	2.2	4	15	11	-98	11	3	5	6	-2
CC(C)(C)c1ccc(CNc2ccc([N+](=O)[O-])cn2)cc1	-0.2	-1.7	-45	-19	-4	-129	-28	-5	-169	-97	-2
O=C(NCc1cccnc1)Nc1cc(Cl)cc(Cl)c1	0.0	-0.3	-4	-37	-1	-17	20	8	-48	-6	-1
Cc1[nH]ccc(=O)c1OC1OC(CO)C(O)C(O)C1O (centres undefined)	0.4	-1.9	1	-16	12	4	-2	-1	16	3	4
CC(C(=O)NCc1ccco1)n1nc(-c2ccccc2)c2cc(Cl)ccc21 (centres undefined)	0.0	0.8	-3	-16	2	21	-3	4	5	14	1
CN(CC(=O)NCc1ccc(F)cc1)Cc1ccc(Br)cc1	0.0	-0.2	7	-21	14	5	14	-3	22	-2	-1
Cc1c(NC(=O)CCCCCN2C(=O)c3ccccc3C2=O)c(=O)n(-c2ccccc2)n1C	0.0	-0.3	-1	-14	6	15	-5	1	15	-8	-2
O=C(CSc1nnc2c(n1)[nH]c1ccccc12)Nc1ccc(N2CCOCC2)cc1	0.4	1.5	14	1	-14	-2	-21	-11	-10	33	1
CCCCn1c(N)c(N(CCOC)C(=O)c2cc(-c3ccc(C)cc3)nc3ccccc23)c(=O)[nH]c1=O	-0.1	-0.4	5	-8	-21	14	-2	3	9	-3	-4
Cc1[nH]c(C)c(S(=O)(=O)NCc2ccc(F)cc2)c1C(=O)N1CCCC1	-0.1	-0.6	2	-10	-3	-7	-9	0	14	7	1
O=C(Nc1nccs1)c1ccc(S(=O)(=O)c2ccccc2)cc1	-0.3	2.2	3	-26	-10	2	16	-7	-4	-11	-1
COc1cccc(-n2nc(C(N)=O)c(O)cc2=O)c1	0.3	1.4	5	0	-5	4	8	7	10	-11	6
Cc1ccc(C)c(NC(=S)NC(C)C(c2cccs2)N2CCOCC2)c1 (centres undefined)	-0.1	-0.8	nt	-10	-1	8	-5	6	14	4	2
O=C(NC1CS(=O)(=O)CC1NCc1ccco1)c1ccccc1 (centres undefined)	-0.2	-0.6	-4	-33	5	10	1	7	1	11	-1
Cc1ccc(S(=O)(=O)NCCN2CCOCC2)c(C)c1C	0.4	-1.4	2	-2	4	5	4	-2	8	0	1

Carrying on:
Structure	aDG glyco up	iPSC survival up	TRPM1 prom inh	NR2E3 ag-2	CF NFkB inh	Peg3 promoter	TWEAK Fn14 block	KKLEB cytotox	HIF-2a inh	Shn3 3UTR inh	NR2E3 ag-1
CC(=O)Nc1ccc(NC(=O)C2CCCN(c3ncccn3)C2)cc1 (centres undefined)	0.4	2.0	-8	-26	8	1	-9	-12	14	21	4
O=c1c2c(nc3cc(-c4cccc(Cl)c4)[nH]n13)CCCC2	0.2	-0.8	-9	-148	-1	-92	75*	-8	-99	39	2
C=CCc1cccc2cc(C(=O)NCc3cccnc3)c(=O)oc12	-0.1	2.2	-4	-24	2	-1	-20	2	-13	-1	-4
CCN(CC)CCCNC(=O)c1ccc2c3n(nc2c1)-c1ccc(Cl)cc1CO3	1.2	-0.9	-111	-72	-9	-259	-44	21	-228	-55	-4

Ordered by the number under CF NFkB inh (largest number first): three from the list above.
SMILES,CF NFkB inh
CC(=O)Nc1ccc(NC(=O)C2CCCN(c3ncccn3)C2)cc1 (centres undefined),8
O=c1c2c(nc3cc(-c4cccc(Cl)c4)[nH]n13)CCCC2,-1
CCN(CC)CCCNC(=O)c1ccc2c3n(nc2c1)-c1ccc(Cl)cc1CO3,-9
